Assay outcomes from PubChem.
OX1R antag-1: OX1R (human) antagonism. O43613. 330,000 tested, 1.8% active. AID 485270. inhibition, % at 6.6 µM. OX1R-expressing cells, FRET antagonist read-out; in the data active = inhibition mostly above about 38%, no sharp cut-off; inactive = mostly below about 40%;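 also: 0% = agonist challenge alone and 100% = reference antagonist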
Target sequence (O43613 whole entry, looked up): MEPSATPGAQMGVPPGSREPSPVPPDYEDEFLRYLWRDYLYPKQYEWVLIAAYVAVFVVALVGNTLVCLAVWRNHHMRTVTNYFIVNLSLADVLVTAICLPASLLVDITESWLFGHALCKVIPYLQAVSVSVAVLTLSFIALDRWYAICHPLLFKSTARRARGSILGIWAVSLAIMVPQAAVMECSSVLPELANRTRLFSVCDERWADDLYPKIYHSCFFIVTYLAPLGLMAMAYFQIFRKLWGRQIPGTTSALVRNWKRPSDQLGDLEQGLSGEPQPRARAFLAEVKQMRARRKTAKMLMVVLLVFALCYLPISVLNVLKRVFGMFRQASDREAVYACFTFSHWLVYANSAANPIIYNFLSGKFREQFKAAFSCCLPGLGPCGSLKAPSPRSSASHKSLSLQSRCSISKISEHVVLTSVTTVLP
CHT PAM: allosteric activators of human choline transporter CHT; B-score at 10 µM; AID 488977; 310,000 tested, 0.49% active; Q9GZV3; CHT-expressing cells, membrane potential dye, choline EC20; active compounds read high; LV-AA mutant CHT in HEK293 cells;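 active = initial fluorescence not abnormally high and integrated response B-score, plate-corrected, over 3 SD above library mean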
Target sequence (Q9GZV3 whole entry, looked up): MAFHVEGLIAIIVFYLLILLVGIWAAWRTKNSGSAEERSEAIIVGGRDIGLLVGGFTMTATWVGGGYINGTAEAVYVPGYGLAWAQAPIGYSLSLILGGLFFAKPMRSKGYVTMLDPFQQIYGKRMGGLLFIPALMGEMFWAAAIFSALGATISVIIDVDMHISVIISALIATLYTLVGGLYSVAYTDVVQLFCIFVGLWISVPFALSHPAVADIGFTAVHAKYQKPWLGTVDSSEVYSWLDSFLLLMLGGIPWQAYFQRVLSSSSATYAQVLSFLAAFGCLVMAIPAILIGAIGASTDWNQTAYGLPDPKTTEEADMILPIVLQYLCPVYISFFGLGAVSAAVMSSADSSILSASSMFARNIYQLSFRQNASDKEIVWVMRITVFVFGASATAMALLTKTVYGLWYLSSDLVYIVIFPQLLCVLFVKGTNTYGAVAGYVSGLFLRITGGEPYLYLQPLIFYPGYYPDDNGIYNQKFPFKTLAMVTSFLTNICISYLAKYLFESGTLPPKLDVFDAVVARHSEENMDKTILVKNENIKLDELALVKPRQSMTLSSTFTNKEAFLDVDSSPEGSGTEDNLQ
OX1R antag-2: human HCRTR1 antagonism. 330,000 tested, 0.43% active. inhibition, % at 5 µM. AID 434989. O43613. CHO/OX1R cells, Fluo-8 calcium fluorescence, orexin A;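 active = inhibition above its plate's threshold, mean inhibition of all tested compounds on the plate plus 3 SD, cut at about 37% in these data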;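 also: 0% = orexin A challenge wells and 100% = SB-334867-A antagonist wells; not every result past the cut was called active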
Active calls of the source: *; i = inactive; / = no result given; & = joins results of further samples. Not a hit list; any-hit rate near 2.5%.

Second line of a record – OX1R antag-1 | CHT PAM | OX1R antag-2
1. CC(=O)c1ccc(N/N=C2/CCCNC2=O)cc1
    13.6 | i | -14.3
2. Cc1ccc(CN2C(=O)c3ccccc3Sc3ccc(C(=O)NCCCN4CCOCC4)cc32)cc1
    14.0 | i | 5.5
3. COC(=O)CCC(=O)N1CCCC(CO)(Cc2ccccc2C)C1 (centres undefined)
    19.3 | i | -11.8
4. CN(C)CCCNC(=O)c1cc(C(=O)c2cccc(Cl)c2Cl)c[nH]1
    8.2 | i | -11.5
5. O=C(N/N=C/c1ccc[nH]1)c1ccccc1OCc1ccc(F)cc1
    15.7 | i | -22.4
6. O=C(CSc1nnc(NC(=O)c2ccccc2F)s1)Nc1ccccc1F
    5.9 | i | -3.2
7. O=C(CC1SC(N2CCCCC2)=NC1=O)Nc1ccc(C(=O)O)cc1 (centres undefined)
    -1.9 | / | -3.2
8. O=C(NCc1ccccc1Br)c1cccc2c1C(=O)c1ccc(-c3ccc(OC(F)(F)F)cc3)cc1S2(=O)=O
    26.5 | / | 17.4
9. COc1cc(OC)cc(C(=O)Nc2nc3ccccc3[nH]2)c1
    11.6 | i | -20.6
10. CC1(C(=O)N2CCN(Cc3ccccc3Cl)CC2)CC1(Cl)Cl (centres undefined)
    8.8 | i | -12.7
11. CC1=CC(C)(C)N=C(NC#N)N1
    3.3 | i | 6.4
12. Clc1ccccc1Nc1nnc(-c2ccncc2)s1
    13.2 | i | -9.0
13. COc1ccc(CC(=O)OCc2cc3ccccc3[nH]c2=O)cc1
    6.5 | i | -11.4
14. C/C=C(/C)C(=O)Nc1cccc(C2=NOC3(C2)C[C@@H](C(N)=O)N(C(=O)c2ccc(OC)cc2)C3)c1 (some centres undefined)
    5.7 | i | 8.2
15. COc1ccccc1N=c1oc2c(OC)cccc2cc1C(=O)NCc1ccco1
    17.4 | i | -33.4
16. CC(C)(C)NC(=O)C(=O)NC(=O)c1c(F)cccc1Cl
    8.3 | i | -7.2
17. COc1ccc(-c2cc(C)no2)cc1S(=O)(=O)N1CCN(c2cccc(C)c2)C(C)C1 (centres undefined)
    20.2 | i | -18.0
18. CC(NC(=S)NC1CCCCC1)c1ccccc1 (centres undefined)
    12.1 | i | 0.6
19. OCC[C@H]1C[C@@H](O)[C@H](O)[C@]2(CCCc3ccccc3O2)O1
    24.9 | i | 6.1
20. CC1=CC(C)(C)NC(=S)N1c1ccc2ccccc2c1
    45.4 | i | -5.0
21. CCCOc1ccc(CSC(CC(=O)O)C(=O)O)cc1 (centres undefined)
    11.1 | i | -4.4
22. COCCCNC(=O)CN1C(=O)/C(=C/c2ccccc2)Sc2ccccc21
    67.8* | i | -4.3
23. CC(C)c1ccc(NC(=O)Cn2ncn3c(cc4ccccc43)c2=O)cc1
    27.2 | i | 3.0
24. O=S(=O)(c1ccc2ccccc2c1)N1CCN=C1SCc1cccnc1
    16.5 | i | -42.8
25. Cn1c(Cn2c(=O)sc3ccccc32)nnc1SCc1ccc(F)cc1
    6.8 | i | -24.3
26. CCOc1ccccc1N(CC(=O)N1CCc2ccccc2C1)S(C)(=O)=O
    6.6 | i | -25.2
27. CC(OCC(O)CN1CCCCC1CCO)c1ccc(Cl)cc1 (centres undefined)
    8.6 | i | -24.1
28. N/C(Cc1cccs1)=N\OC(=O)COc1ccccc1Cl
    17.4 | i | -16.7
29. CC(OC(=O)c1cccn1C)C(=O)Nc1ccc2c(c1)OCO2 (centres undefined)
    7.5 | i | -5.8
30. Cc1cc(C)n(-c2nc(N(c3ccccc3)c3ccccc3)nc(-n3nc(C)cc3C)n2)n1
    12.6 | i | -12.3
31. Cc1ccc(-c2nc(CS(=O)CC(=O)NCCN(CC(C)C)CC(C)C)c(C)o2)cc1 (centres undefined)
    10.6 | i | -28.2
32. O=C(O)CCNS(=O)(=O)c1ccccc1Br
    8.4 | i | -2.4
33. Cc1cc(F)ccc1S(=O)(=O)Nc1ccccc1C(=O)N1CCCC1
    10.7 | / | -15.5
34. CC(C)(O)P(C)(=O)c1ccccc1 (centres undefined)
    13.1 | i | -9.9
35. COC(=O)CC1C(=O)NCCN1C(=O)c1cc(OC)c(OC)cc1OC (centres undefined)
    -6.3 | i | -14.6
36. CCOC(=O)c1[nH]c2ccc(OC)cc2c1NC(=S)N1CCN(c2ccccc2OC)CC1
    12.3 | i | -35.8
37. Cc1nn(-c2ccccc2)c(=S)c2ccccc12
    14.0 | i | -5.4
38. Cc1cccc(CC(=O)NCCN2CCOCC2)c1
    7.8 | i | -7.6
39. COc1ccc(NC(=O)CSc2nnc(C3CCCCC3)o2)c(OC)c1
    13.4 | i | -22.1
40. CC1=CC2=NC(=O)/C(=C\c3cccn3CCOc3cc(C)cc(C)c3)C(=N)N2O1
    11.7 | i | -27.6
41. Cn1cc(Cl)c(/C(N)=N/OC(=O)c2ccccc2C(F)(F)F)n1
    -2.4 | i | 2.1
42. COCCNS(=O)(=O)c1ccc2c3c(cccc13)C(=O)N2C
    32.3 | i | -21.4
43. C[C@H](CO)N1C[C@H](C)[C@@H](CN(C)C(=O)NC2CCCCC2)Oc2c(NC(=O)Nc3ccccc3)cccc2C1=O
    7.3 | / | -21.8
44. COC(=O)C1=C(C)NC(=O)/C1=C\c1cc(C)n(-c2ccccc2C)c1C
    25.8 | i | -8.3
45. COc1ccc(N2CC(C(=O)OCC(=O)Nc3ccccc3C)CC2=O)cc1 (centres undefined)
    -2.1 | i | -5.8
46. COc1cc(/C=C2\SC(=S)N(Nc3ccccc3)C2=O)cc(OC)c1OC
    32.2 | i | -25.4
47. O=C(NCCCN1CCOCC1)C(=O)N/N=C/c1c2ccccc2cc2ccccc12
    29.3 | i | -15.8
48. Cc1ccc(CN2CCN(Cc3cccc4c3OCO4)CC2CCO)cc1 (centres undefined)
    32.2 | i | -25.0
49. C/C(=N\NC(=O)c1nn(C)cc1Br)c1ccncc1
    11.8 | 7.26* | -19.9
50. Cc1cccc(OCc2nnc(SCC(=O)Nc3sc(C)c(C)c3C#N)n2C)c1
    7.3 | i | 5.5
51. COc1ccc(CN(C(=O)c2oc3ccccc3c2C)C2CCS(=O)(=O)C2)cc1 (centres undefined)
    4.2 | i | -11.2
52. Cc1ccc(C)c(OCCC(=O)NCCc2ccc(Cl)cc2)c1
    3.1 | i | -0.4
53. Cc1nc(C)c(-c2ccc(SCC(=O)Nc3cccc(Cl)c3)nn2)s1
    39.0 | i | -10.9
54. CCCN1CCc2c(sc(NC(=O)Cc3ccc(F)cc3)c2C(N)=O)C1
    31.3 | i | -8.6
55. CCOc1ccc(/C=N/Nc2ccccn2)cc1
    22.6 | i | -3.1
56. Cc1ccnc(NC(=O)CCc2c(C)nc3ncnn3c2C)c1
    6.0 | i | -4.2
57. COc1cc(S(=O)(=O)NC2CCCC2)ccc1Cl
    41.3 | i | -13.3
58. CC1(C)CC(=O)C(CC(=O)N2CCC(Cc3ccccc3)CC2)C(=O)C1
    8.1 | i | -23.5
59. CN(C)c1cccc(C(=O)NNC(=O)C23CC4CC(CC(C4)C2)C3)c1
    -3.1 | / | -31.6
60. O=C(NCc1cccs1)C1CC(O)CN1C(=O)Nc1ccccc1 (centres undefined)
    12.4 | i | -8.2

Other records.
Second line of a record – OX1R antag-1 | CHT PAM | OX1R antag-2
61. Cc1cc(C)n(CC(=O)NC2CCCc3c2cnn3-c2ccc(C)c(C)c2)n1 (centres undefined)
    2.6 | i | -39.8
62. CC(C)COc1cccc(C(=O)Nc2ccc(CN3CCOCC3)cc2)c1
    10.5 | i | -19.9
63. COc1cc(C)c(N)cc1C(C)C
    -3.0 | i | -10.7
64. CC(=O)c1ccc(Nc2cc(C)nc3ncnn23)cc1
    -5.7 | i | -10.7
65. O=C(c1ccncc1)N1CCN(S(=O)(=O)c2ccc3ccccc3c2)CC1
    9.3 | i | -9.8
66. Cc1ccc(S(=O)(=O)N2CCN(C(=O)CSc3ccccn3)CC2)c(C)c1
    11.7 | i | -30.9
67. CCc1cccc(CC)c1NC(=O)Cn1c(-c2ccc(F)cc2)noc1=O
    31.8 | i | -30.3
68. COc1ccc(CCNC(=O)C2CCCN(c3nc4ccccc4s3)C2)cc1OC (centres undefined)
    19.7 | i | -25.3
69. CC1(C)OC(=O)C(=CNn2cnc3ccccc3c2=O)C(=O)O1
    12.9 | i | 8.9
70. CS(=O)(=O)c1ccc(NCCN2CCOCC2)c([N+](=O)[O-])c1
    35.8 | i | 3.5
71. COC(=O)[C@@H](Cc1ccccc1)NC(=O)NCCc1ccc(OC)c(OC)c1
    10.9 | i | -7.1
72. CC1(C)Oc2ccc3ccc(=O)oc3c2/C(=C/NC2CCCCC2)C1=O
    18.1 | i | -40.8
73. COc1cc(OC)cc(C(=O)NNC(=O)CCC(=O)c2cc(C)sc2C)c1
    7.3 | / | -28.4
74. CC(=O)Oc1ccc(CCC(C)OC(C)=O)cc1 (centres undefined)
    3.7 | i | 0.9
75. COc1cccc(CNC(=O)C2CCN(S(=O)(=O)N3CCC4(CC3)OCCO4)CC2)c1
    5.8 | i | -14.5
76. COc1cc2c(cc1NC(=O)C(c1ccccc1)c1ccccc1)CCCC2
    20.6 | i | 36.2
77. COc1ccc(OC(=O)N2CCOCC2)cc1
    -3.1 | i | 26.0
78. NC(=O)c1ccc(/C(N)=N/S(=O)(=O)c2cc(C(F)(F)F)cc(C(F)(F)F)c2)cc1
    5.5 | i | -10.5
79. COc1ccc(Oc2ccc(C(F)(F)F)cc2NC(=O)c2ccc(C)cc2)cc1
    6.9 | i | -18.9
80. CCOc1ccc(CCNC(=O)Cn2nc(C)n3cccc3c2=O)cc1OCC
    13.1 | i | -56.0
81. CCOC(=O)N1CCN(C(=O)CN(C)S(=O)(=O)c2ccc(F)cc2)CC1
    6.6 | i | -3.9
82. CCN(CC)C(=O)c1ccc(O)c(OC)c1
    11.5 | i | -3.1
83. CC(=O)Nc1ccc(/C=N/NC(=S)NC(C)C)cc1
    28.9 | i | -6.7
84. Cn1c(CCN2CCN(c3ccccn3)CC2)nc2cc(NC(=O)COc3ccc(Cl)cc3)ccc21
    6.2 | i | 5.0
85. CCOc1ccc(CNC(=O)c2ccc(Sc3ccc(Cl)cc3)c(NC(C)=O)c2)cc1
    17.6 | i | -8.4
86. CCOc1cc(C(=O)N/N=C/C(Br)=C/c2ccccc2)cc(OCC)c1OCC
    4.1 | i | -33.8
87. CC(=O)N(c1ccc2oc(=O)sc2c1)S(=O)(=O)c1cccs1
    17.3 | i | -10.0
88. COc1cc(C(=O)Nc2c(C)cc(C)cc2C)c(Br)c(OC)c1OC
    7.6 | i | -20.0
89. N#Cc1ccccc1OCC(=O)OCC(=O)NC1CCCC1
    7.9 | / | -1.8
90. COc1ccc(Cl)cc1N(C)C(=O)CCNC(=O)Cn1cnc2ccccc2c1=O
    22.3 | i | -15.8
91. O=C(NCc1ccccc1)C12CC3CC(CC(C3)C1)C2
    5.0 | i | -9.3
92. Cc1c(OCC(=O)N[C@@H](Cc2c[nH]c3ccccc23)C(=O)O)ccc2c1oc(=O)c1ccccc12
    17.2 | i | -0.1
93. Cc1nn(S(=O)(=O)c2ccccc2)c(C)c1Sc1ccc([N+](=O)[O-])cc1
    16.2 | 8.01* | -17.2
94. COc1ccc(/C=C/C(=O)Nc2ccc(S(=O)(=O)Nc3onc(C)c3C)cc2)cc1OC
    28.0 | i | -6.5
95. CCOC(=O)c1c(C)[nH]c(C(=O)CSc2nnc(Nc3ccccc3F)s2)c1C
    1.6 | i | -11.4
96. N/C(=N\c1nc2ccccc2o1)NC(=O)c1ccccc1
    11.1 | i | -28.0
97. O=C(Cn1cc(Cl)ccc1=O)c1ccc(Cl)cc1
    6.3 | i | -14.7
98. O=C(CSc1nnc(-c2ccccc2)c(-c2ccccc2)n1)Nc1ncc(Cl)cc1Cl
    9.1 | i | -25.7
99. Cc1cc(C)nc(NC(=O)c2cccs2)c1
    1.2 | i | -14.1
100. COc1ccccc1NC(=S)N/N=C/c1cccc(C)c1
    20.7 | i | -19.4
101. O=C(O)CNS(=O)(=O)c1ccc2c(c1)CCCC2
    11.8 | i | 22.1
102. Cc1ccc(C(=O)Nn2c(N)c(S(=O)(=O)c3ccc(C)cc3)c3nc4ccccc4nc32)cc1
    -5.3 | i | -0.5
103. COc1cc(C=O)ccc1OCCCOc1ccccc1[N+](=O)[O-]
    19.9 | i | -6.6
104. O=C1C(Br)=Cc2cccc3cccc1c23
    31.9 | i | -7.6
105. CN1CCN(CCCN2c3ccccc3Sc3ccc(Cl)cc32)CC1
    11.0&13.4 | i | -6.2&-13.1
106. O=[N+]([O-])c1nn(-c2ccc3c(c2)OCCO3)n(O)c1=NCCC1=CCCCC1
    12.1 | i | -43.7
107. CC1CC(C)CN(CCCNC(=O)CC2Oc3ccccc3NC2=O)C1 (centres undefined)
    7.2 | i | -2.0
108. CC(Oc1ccccc1)C(=O)Nc1ccc(C(N)=O)cc1 (centres undefined)
    7.6 | i | 10.0
109. COC(=O)C(C)Sc1nnc(Cc2cc(=O)[nH]c(=O)[nH]2)n1-c1ccc(OC)cc1 (centres undefined)
    4.7 | i | -4.0
110. CCOc1ccccc1-n1nnnc1SC(C)C(=O)OC (centres undefined)
    12.9 | i | -7.3
111. CCCOc1cccc(C(=O)NCCCNC(=O)c2cccnc2)c1
    8.3 | i | -2.0
112. CCCCc1nnc(NC(=O)c2oc3ccccc3c2C)s1
    17.9 | i | -14.4

Structures listed so far that have a COOH group:
Second line of a record – OX1R antag-1 | CHT PAM | OX1R antag-2
7. O=C(CC1SC(N2CCCCC2)=NC1=O)Nc1ccc(C(=O)O)cc1 (centres undefined)
    -1.9 | / | -3.2
21. CCCOc1ccc(CSC(CC(=O)O)C(=O)O)cc1 (centres undefined)
    11.1 | i | -4.4
32. O=C(O)CCNS(=O)(=O)c1ccccc1Br
    8.4 | i | -2.4
92. Cc1c(OCC(=O)N[C@@H](Cc2c[nH]c3ccccc23)C(=O)O)ccc2c1oc(=O)c1ccccc12
    17.2 | i | -0.1
101. O=C(O)CNS(=O)(=O)c1ccc2c(c1)CCCC2
    11.8 | i | 22.1
